Screening data as filed in PubChem.
CIT2 TOR yeast = modulators of CIT2-GFP expression in yeast, primary screen, S. cerevisiae, GFP fusion, multiplex flow cytometry, MLPCN library. S. cerevisiae CIT2-GFP strain, 3 h; 100 means same as DMSO wells. GFP response vs DMSO, % at 10 µM. actives 0.065% (n = 320,000);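 active = GFP response relative to DMSO above a set limit, near the screen mean plus 3 SD, cut at about 150% in these data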;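 also: ratio of well median GFP fluorescence to mean of DMSO wells on the plate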
VLA-4 inh = inhibition in human VLA-4 binding assay, primary screen, VLA-4 allosteric modulator project, MLPCN library, flow cytometry, VLA-4 expressing cells; Integrin alpha-4 (Homo sapiens), P13612; ligand binding flow cytometry; inhibition, % (about 7 µM as worked out from the volumes in the protocol); actives 0.2% (n = 330,000); AID 2557, 2010; in the data active = inhibition above about 50%
AGP1-GFP MLPCN = modulators of AGP1-GFP expression in yeast TOR pathway, primary screen, cell-based, multiplex flow cytometry, S. cerevisiae, MLPCN library | 3 h; GFP as percent of DMSO wells | GFP response vs DMSO, % at 10 µM | actives 0.02% (n = 320,000) | AID 2066, 2009;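 active = GFP response relative to DMSO above a set limit, near screen average plus 3 SD, cut at about 150% in these data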;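 also: median GFP channel fluorescence of the gated AGP1 strain per well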
GRK2 aptamer HTS = compounds blocking aptamer binding on GRK2 – biochemical, human GRK2, bead flow cytometry, HTS, primary screen; actives 0.59% (n = 330,000); inhibition of aptamer binding, % at 10 µM; Beta-adrenergic receptor kinase 1 (Homo sapiens), P25098; FAM-aptamer displacement from GRK2;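 active = inhibition of aptamer binding above 40%, roughly 3 SD of noise, on plates passing a quality check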;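 also: median bead fluorescence of bound FAM aptamer so fluorescent compounds give negative values; no value below 0 was filed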
Target sequence (P25098 whole entry, looked up): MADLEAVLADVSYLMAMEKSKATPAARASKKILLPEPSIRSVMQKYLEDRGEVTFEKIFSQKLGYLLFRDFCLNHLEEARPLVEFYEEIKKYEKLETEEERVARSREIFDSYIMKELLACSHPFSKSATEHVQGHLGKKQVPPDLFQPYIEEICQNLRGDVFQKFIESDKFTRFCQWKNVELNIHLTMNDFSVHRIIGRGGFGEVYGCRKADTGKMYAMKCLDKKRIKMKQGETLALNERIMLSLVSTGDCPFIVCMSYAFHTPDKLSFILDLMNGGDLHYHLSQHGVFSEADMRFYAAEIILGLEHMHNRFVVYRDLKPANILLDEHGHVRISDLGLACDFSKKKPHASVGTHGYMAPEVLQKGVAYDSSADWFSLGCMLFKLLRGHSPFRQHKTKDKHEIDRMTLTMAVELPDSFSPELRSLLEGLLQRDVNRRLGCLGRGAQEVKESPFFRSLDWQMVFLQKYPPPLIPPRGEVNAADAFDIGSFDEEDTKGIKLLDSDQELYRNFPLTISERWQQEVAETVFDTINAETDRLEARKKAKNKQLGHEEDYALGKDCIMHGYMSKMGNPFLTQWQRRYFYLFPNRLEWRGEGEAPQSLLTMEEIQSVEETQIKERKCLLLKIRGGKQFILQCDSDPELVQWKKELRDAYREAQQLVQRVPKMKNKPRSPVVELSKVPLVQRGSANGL
RPL19A TOR yeast = RPL19A-GFP expression modulators in yeast, primary screen, cell-based, S. cerevisiae, multiplex flow cytometry, MLPCN; S. cerevisiae RPL19A-GFP strain, 3 h; stronger effect = lower value; percent response vs DMSO, % at 10 µM; actives 0.3% (n = 330,000); AID 2025, 2009;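 active = percent response vs DMSO below 50%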;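 also: median channel GFP fluorescence of the barcoded RPL19A-GFP strain; ratio of sample median GFP to plate DMSO average so 100% = DMSO; lower means less RPL19A-GFP as with rapamycin TOR inhibition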
Yeast superoxide = reduction of superoxide in aged yeast, primary screen, HTS; S. cerevisiae aged cells, superoxide DHE fluorescence; stronger effect = lower value; superoxide response (% of plate mean), % at 10 µM; actives 0.18% (n = 330,000); AID 2690, 2010;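 active = superoxide response under a set limit, about three screen SD below normal, cut at about 65% in these data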;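 also: yeast aged for seven days with compound at 30 °C before DHE staining; 100% = average MFI of all compound-treated wells on the plate with controls excluded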
MEP2-GFP yeast = modulators of MEP2-GFP levels in yeast, primary screen, S. cerevisiae, multiplex flow cytometry, MLPCN library | AID 2016, 2009 | S. cerevisiae MEP2-GFP strain, 3 h; 100% = DMSO control level | actives 0.51% (n = 330,000) | GFP response vs DMSO, % at 10 µM;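 active = GFP response versus DMSO above a set limit, roughly screen mean plus 3 SD, cut at about 180% in these data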;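 also: median GFP fluorescence of the barcode-gated MEP2-GFP cells per well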
LAP4-GFP MLPCN = modulators of LAP4-GFP expression in yeast, primary screen, S. cerevisiae, multiplex flow cytometry, MLPCN library; 3 h; median GFP as percent of DMSO wells; GFP response vs DMSO, % at 10 µM; actives 0.34% (n = 320,000);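 active = GFP response vs DMSO above a set limit, about the screen mean plus 3 SD, cut at about 150% in these data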
An asterisk follows results filed as active; . = not tested or not shown. Compounds as they come, and some 1.7% of all compounds hit somewhere here.

SMILES | CIT2 TOR yeast | VLA-4 inh | AGP1-GFP MLPCN | GRK2 aptamer HTS | RPL19A TOR yeast | Yeast superoxide | MEP2-GFP yeast | LAP4-GFP MLPCN
COc1cccc(C2=NOC(C(=O)NCc3ccc(F)cc3)C2)c1 (stereo not drawn) | 101 | 13 | 88 | 3 | . | 107 | 96 | 99
OCC1(Cc2ccccc2)CCN(Cc2cccc(F)c2F)CC1 | 107 | 1 | 93 | 0 | 93 | 98 | 119 | 103
C/C(=N\NC(=O)Cn1cc([N+](=O)[O-])cn1)c1ccc(O)cc1 | 95 | 1 | 97 | 1 | 93 | 96 | 97 | 99
O=C(CN1CCN(C(=O)c2ccccc2)CC1)NC(=O)NCCC1=CCCCC1 | 97 | 4 | 93 | 0 | 97 | 95 | 98 | 91
CCOc1ccc(-n2c(C)nc3cc(C(=O)NCCN4CCOCC4)ccc32)cc1 | 103 | 2 | 102 | 0 | 102 | 129 | 108 | 105
O=C(CNC(=O)c1cccs1)N=Nc1c(O)[nH]c2ccc([N+](=O)[O-])cc12 | 103 | -101 | 105 | 0 | 101 | 132 | 102 | 101
CCN(CC(=O)NCc1cccs1)C(=O)c1ccc(OC)c(S(=O)(=O)N2CCOCC2)c1 | 97 | 0 | 101 | 0 | 95 | 92 | 96 | 98
CCOC(=O)C1CCCN(c2cc(C)nc3cc(-c4ccc(Cl)cc4)nn23)C1 (stereo not drawn) | 95 | -2 | 98 | 0 | 102 | 111 | 106 | 107
CN(C)S(=O)(=O)c1cccc(-n2sc3ccccc3c2=O)c1 | 98 | 21 | 89 | 4 | 90 | 110 | 95 | 113
O=C(NN=C1CCC(c2ccccc2)CC1)c1cc2c(s1)CCCC2 (stereo not drawn) | 89 | 11 | 90 | 1 | 98 | 98 | 96 | 87
O=C(COC(=O)c1ccc(O)cc1O)Nc1ncc(Cl)cc1Cl | 123 | 16 | 133 | 2 | 96 | 104 | 126 | 142
Cc1ccc(C2=NN(Cc3nnc(-c4ccccc4)o3)C(=O)SC2)cc1 | 87 | 11 | 86 | 4 | 97 | 109 | 103 | 105
COCC(=O)NCc1ccc2c(c1)OCO2 | 98 | 53* | 104 | 1 | 95 | 92 | 105 | 102
CC(=O)N1CCN(C(=O)c2cccc(S(=O)(=O)N3c4ccccc4CC3C)c2)CC1 (stereo not drawn) | 93 | -7 | 96 | 2 | 94 | 130 | 106 | 100
CNC(=O)CSc1nc2sccc2c(=O)n1-c1ccccc1 | 100 | -2 | 102 | 0 | 103 | 102 | 101 | 115
CC(=O)C1=C(O)CCC1=N | 103 | 8 | 102 | 5 | 101 | 91 | 94 | 100
COc1ccccc1NC(=O)/C(C#N)=C/c1cccn1C | 113 | 6 | 109 | 0 | 102 | 101 | 104 | 119
CCOC(=O)N1CCN(S(=O)(=O)c2ccc(C(=O)Nc3nc4ccc(F)cc4s3)cc2)CC1 | 96 | 9 | 100 | 5 | 97 | 89 | 99 | 96
COc1ccc(N2C(=O)c3cccc4cccc(c34)C2=O)cc1 | 112 | -3 | 102 | 0 | 104 | 106 | 109 | 102
CNC(=O)c1[nH]cnc1C(=O)Nc1ccccc1C | 113 | 0 | 107 | 3 | 105 | 107 | 104 | 101
CN(C(=O)CCc1ccccc1F)C1CCCN(Cc2ccccc2F)C1 (stereo not drawn) | 111 | 21 | 107 | 0 | 106 | 105 | 109 | 101
COc1ccc(N2CCN(C(=S)Nc3ccc(S(N)(=O)=O)cc3)CC2)cc1 | 101 | 2 | 105 | 0 | 94 | 95 | 92 | 100
COc1ccc(CCNc2ccc(C(CC(N)=O)NC(=O)c3cc(C)cc(C)c3)cc2[N+](=O)[O-])cc1 (stereo not drawn) | 67 | 38 | 76 | 0 | 92 | 96 | 92 | 113
O=C(C/C=N/OCc1c(Cl)cccc1Cl)c1ccccc1 | 106 | -2 | 95 | 2 | 100 | 103 | 101 | 95
CCC(C)(C)NC(=O)C(c1ccc(OC)cc1)N(C(=O)CCC(=O)Nc1cc(C)on1)c1ccc(OC)c(OC)c1 (stereo not drawn) | 103 | 0 | 102 | 5 | 100 | 94 | 113 | 100

Complete entries from above. Screens in order: CIT2 TOR yeast, VLA-4 inh, AGP1-GFP MLPCN, GRK2 aptamer HTS, RPL19A TOR yeast, Yeast superoxide, MEP2-GFP yeast, LAP4-GFP MLPCN
Profile of O=C(COC(=O)c1ccc(O)cc1O)Nc1ncc(Cl)cc1Cl = 123, 16, 133, 2, 96, 104, 126, 142
Profile of O=C(CNC(=O)c1cccs1)N=Nc1c(O)[nH]c2ccc([N+](=O)[O-])cc12 = 103, -101, 105, 0, 101, 132, 102, 101

(cont.)
SMILES | CIT2 TOR yeast | VLA-4 inh | AGP1-GFP MLPCN | GRK2 aptamer HTS | RPL19A TOR yeast | Yeast superoxide | MEP2-GFP yeast | LAP4-GFP MLPCN
O=C(c1ccc2c(c1)OCO2)N(CC1CCCO1)C1(C(=O)NC2CCCC2)CCCCC1 (stereo not drawn) | 95 | 3 | 103 | 1 | 96 | 109 | 97 | 96
CNS(=O)(=O)c1cccc(C(=O)OCc2cc(C(C)=O)ccc2OC)c1 | 109 | 5 | 105 | 0 | 97 | 93 | 100 | 99
CCOc1ccc(/C=C/C(=O)Nc2ccc(N3CCOCC3)cc2)cc1 | 96 | 13 | 100 | 5 | 103 | 103 | 104 | 104
Cc1ccc(S(=O)(=O)N(C)C)cc1NC(=O)C(C)OC(=O)c1cc[n+]([O-])cc1 (stereo not drawn) | 102 | -9 | 100 | 1 | 98 | 94 | 106 | 99
COCCCN1C(=O)C(=O)/C(=C(/O)c2ccc(OC)cc2C)C1c1cccnc1 (stereo not drawn) | 102 | -7 | 104 | 2 | 99 | 109 | 97 | 101
Cn1nc(C(F)(F)F)c(/C=N/OC(=O)c2ccccc2Cl)c1SCc1ccccc1Cl | 103 | 9 | 107 | 6 | 104 | 99 | 109 | 107
O=C(CNC(=O)c1cccc(OC(F)F)c1)OCc1cc(=O)n2cc(Br)ccc2n1 | 102 | 0 | 100 | 5 | 106 | 95 | 92 | 85
Cc1nc2c(C#N)cnn2c2c1CCN(Cc1ccccc1)N2C | 101 | 3 | 90 | 1 | 101 | 103 | 104 | 93
Nc1n[nH]c(N)c1N=Nc1ccc(Cl)cc1 | 94 | 2 | 105 | 0 | 88 | 94 | 104 | 121
CCOC(=O)NC(=O)CSc1nc2ccccc2[nH]1 | 97 | 8 | 100 | 2 | 98 | 90 | 99 | 99
COc1ccc(Cl)cc1C(=O)CSc1nc(N)cc(N)n1 | 108 | 8 | 106 | 0 | 106 | 97 | 109 | 102
O=C(c1ccc(S(=O)(=O)N2CCCC2)cc1)N(c1ccc(F)cc1)C1C=CS(=O)(=O)C1 (stereo not drawn) | 109 | 31 | 113 | 4 | 102 | 100 | 104 | 124
O=C(NNc1c(Cl)cncc1Cl)c1cccs1 | 108 | -2 | 99 | 0 | 99 | 98 | 104 | 111
CC(CNC(=O)CN1C(=O)COc2ccc(S(=O)(=O)N3CCCCC3)cc21)c1ccccc1 (stereo not drawn) | 97 | 9 | 96 | 5 | 99 | 106 | 101 | 95
CCCn1c(SCC(=O)N2CCCc3ccccc32)nc2c1c(=O)n(C)c(=O)n2C | 103 | -7 | 105 | 1 | 99 | 98 | 96 | 98
Cc1ccc(-n2nnnc2SCc2ccccn2)cc1C | 92 | 3 | 96 | 0 | 97 | 103 | 95 | 106
c1ccc(C2OCC3(CO2)COC(c2ccccc2)OC3)cc1 (stereo not drawn) | 95 | 1 | . | 0 | 95 | 96 | 98 | 103
N/C(=N\OC(=O)c1ccc(Cl)cc1[N+](=O)[O-])c1cccnc1 | . | 6 | . | 0 | 96 | 96 | 98 | .
N#CCCn1nc(-c2ccc(Br)cc2)cc1Nc1ccccc1NC(=O)C(F)(F)F | 105 | 2 | 104 | 0 | 107 | 118 | 97 | 94
COc1ccccc1N(C)S(=O)(=O)c1ccc(C(=O)OCC(=O)NCC(F)(F)F)cc1 | 100 | 0 | 106 | 0 | 100 | 103 | 98 | 99
CCOC(=O)/C=C1\SCC(=O)N1Cc1ccc(Br)cc1 | . | 0 | 92 | 0 | 96 | 101 | 97 | 88
Cc1c(C)n(C(=O)CSc2nccn2C)c2ccccc12 | 92 | 4 | 98 | 0 | 98 | 106 | 100 | 107
CN(C)c1ccc(NC(N)=S)cc1 | 102 | 9 | 101 | 0 | 107 | 108 | 98 | 98
O=C(NCc1ccccc1)C(c1cccs1)N(C(=O)c1csnn1)C1CC1 (stereo not drawn) | 95 | 8 | 97 | 1 | 96 | 109 | 99 | 94
O=C(Cc1ccc(N2CCNC2=O)cc1)N1CCCC(Nc2ccc(F)c(F)c2)C1 (stereo not drawn) | 94 | 11 | 94 | 8 | 94 | 103 | 89 | 89
(continued)
SMILES | CIT2 TOR yeast | VLA-4 inh | AGP1-GFP MLPCN | GRK2 aptamer HTS | RPL19A TOR yeast | Yeast superoxide | MEP2-GFP yeast | LAP4-GFP MLPCN
CCCCCNCC(=O)Nc1cc(C(F)(F)F)ccc1OCCOC | 83 | 17 | 92 | 2 | 93 | 91 | 91 | 93
CSc1ccc(/C=N/N2CCN(Cc3ccc(C)cc3C)CC2)cc1 | 106 | 3 | 107 | 0 | 104 | 89 | 106 | 101
O=C(CSc1nc2c(c(=O)[nH]1)CCC2)Nc1cccc(F)c1 | 102 | -4 | 106 | 2 | 102 | 103 | 103 | 102
COc1cccc(CC2(CO)CCN(CC3=CC[C@H]4C[C@@H]3C4(C)C)CC2)c1 | 91 | 2 | 96 | 0 | 85 | 87 | 167 | 106
Cc1ccc(C(=O)NC2CCCc3c2cnn3-c2ccc(F)cc2F)cn1 (stereo not drawn) | 104 | -17 | 97 | 1 | 100 | 100 | 104 | 103
COc1cc(NC(=S)N2CCCC2)cc(OC)c1 | 88 | 3 | 93 | 0 | 107 | 123 | 103 | 74
COc1ccccc1N1C(=O)CC(N2CCN(c3ccc(F)cc3)CC2)C1=O (stereo not drawn) | 98 | 1 | 98 | 0 | 105 | 98 | 107 | 95
COc1ccccc1CNc1cc(-c2ccccc2)ccc1OC | 91 | 2 | 91 | 4 | 98 | 104 | 100 | 97
N#Cc1ccccc1NC(=O)CN1CCN(c2ccccn2)CC1 | 100 | 15 | 102 | 0 | 100 | 98 | 107 | 93
O=C1NC2(CCCCCC2)Cc2ccccc21 | 98 | 5 | 101 | 0 | 105 | 107 | 102 | 98
Cc1nc(SCC(=O)Nc2ccc3c(c2)OCO3)c(C#N)c2c1CCCC2 | 97 | 1 | 93 | 0 | 94 | 104 | 98 | 97
CC(O)CNCCCCOc1ccc(OCc2ccccc2)cc1 (stereo not drawn) | 92 | 4 | 97 | 0 | 88 | 103 | 100 | 104
O=C(CN1C(=O)COc2ccccc21)N1CCc2ccccc21 | 97 | -2 | 108 | 3 | 96 | 91 | 95 | 126
CC(=O)Nc1nc(C2CC2)cc(-c2ccccc2)c1C#N | 96 | -3 | 96 | 2 | 100 | 91 | 101 | 102
Cc1ccc(C(=O)N2CCN(Cc3ccccc3)CC2)o1 | 95 | 0 | 96 | 0 | 109 | 98 | 103 | 74

Sorted by the number under AGP1-GFP MLPCN (high to low): 3 from the list above
structure,AGP1-GFP MLPCN
CN(C(=O)CCc1ccccc1F)C1CCCN(Cc2ccccc2F)C1 (stereo not drawn),107
O=C(c1ccc2c(c1)OCO2)N(CC1CCCO1)C1(C(=O)NC2CCCC2)CCCCC1 (stereo not drawn),103
O=C(NN=C1CCC(c2ccccc2)CC1)c1cc2c(s1)CCCC2 (stereo not drawn),90
